sEH activator: soluble epoxide hydrolase activators, primary screen, biochemical, human sEH. purified human sEH enzymatic activity, activator screen. AID 717, 2007. Bifunctional epoxide hydrolase 2 (Homo sapiens), P34913. 91,000 tested, 0.04% active. activation, % at 2 µM; in the data active = activation above about 37%; also: values of inactives mirror those of a sister screen read the other way
Target sequence (P34913 whole entry, looked up): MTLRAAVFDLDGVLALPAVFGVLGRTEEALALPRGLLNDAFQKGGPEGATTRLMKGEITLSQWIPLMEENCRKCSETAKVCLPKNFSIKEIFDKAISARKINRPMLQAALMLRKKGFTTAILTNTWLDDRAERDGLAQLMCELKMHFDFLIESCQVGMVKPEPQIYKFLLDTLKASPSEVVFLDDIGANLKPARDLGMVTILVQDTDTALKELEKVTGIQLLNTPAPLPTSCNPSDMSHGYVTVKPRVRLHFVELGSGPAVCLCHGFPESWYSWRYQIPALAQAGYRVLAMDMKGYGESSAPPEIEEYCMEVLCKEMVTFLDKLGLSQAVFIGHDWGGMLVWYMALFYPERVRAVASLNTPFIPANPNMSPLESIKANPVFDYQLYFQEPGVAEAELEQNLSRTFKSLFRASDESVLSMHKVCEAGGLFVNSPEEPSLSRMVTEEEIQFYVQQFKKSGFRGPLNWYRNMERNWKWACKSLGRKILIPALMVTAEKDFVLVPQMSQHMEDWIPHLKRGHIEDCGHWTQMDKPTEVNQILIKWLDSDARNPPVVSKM
S1P2 ag: S1P2 receptor agonists, primary screen, cell-based | Sphingosine 1-phosphate receptor 2 (Homo sapiens), O95136 | S1P2-expressing cell line, agonist reporter read-out | activation, % at 4.5 µM | 97,000 tested, 0.46% active; in the data active = activation above about 16%;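 also: 0% = vehicle low control and 100% = maximal reference agonist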
Target sequence (O95136 whole entry, looked up): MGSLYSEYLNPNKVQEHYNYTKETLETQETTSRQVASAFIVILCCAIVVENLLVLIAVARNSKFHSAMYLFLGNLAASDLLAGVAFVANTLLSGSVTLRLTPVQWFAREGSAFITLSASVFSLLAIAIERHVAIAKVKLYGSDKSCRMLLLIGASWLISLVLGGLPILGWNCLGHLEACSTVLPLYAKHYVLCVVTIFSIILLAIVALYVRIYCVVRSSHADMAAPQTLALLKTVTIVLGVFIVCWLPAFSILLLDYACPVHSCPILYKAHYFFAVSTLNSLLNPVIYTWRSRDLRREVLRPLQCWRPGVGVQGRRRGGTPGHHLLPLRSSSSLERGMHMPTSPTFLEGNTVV
PostGolgi ctrl: growth inhibition of yeast control strain, primary screen, counter-screen for post-Golgi transport modulator project; efflux-deficient yeast background strain, growth absorbance A615, 16 h; inhibition, % at 10 µM; 98,000 tested, 5% active; in the data active = inhibition above about 30%
sEH inh: soluble epoxide hydrolase inhibitors, primary screen, biochemical, human sEH | Bifunctional epoxide hydrolase 2 (Homo sapiens), P34913 | recombinant human sEH enzymatic activity assay | AID 707, 2007 | inhibition, % at 2 µM | 91,000 tested, 0.34% active; in the data active = inhibition above about 80%; also: values of inactives mirror those of a sister screen read the other way; many of its hits are not listed in these tables
H69AR inhibit: proliferation blockers of H69AR lung cancer cells, primary screen, cell-based, human, 86K library; H69AR lung tumor viability, ATP luminescence, 72 h; hits give low values; viability, % at 10 µM; 85,000 tested, 6% active;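 active = viability at or below 40%; inactive = viability above 40%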;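 also: multidrug resistant small cell line overexpressing MRP-1 efflux transporter; 100% = mean luminescence of untreated control wells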
PTPN22 act: LYP phosphatase activators, primary screen, biochemical, DiFMUP fluorescence, 2 µM | recombinant LYP; 0 = plate median, 100 = signal doubled | 96,000 tested, 0.11% active | Tyrosine-protein phosphatase non-receptor type 22 (Homo sapiens), Q9Y2R2 | AID 697, 2007 | activation, % at 2 µM;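 active = activation at 2 µM above a set limit, the mean plus 5 SD, cut at about 37% in these data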
HUVEC inhibit: inhibitors of HUVEC proliferation, primary screen, cell-based, 384-well; CellTiter-Glo luminescence, 72 h; hits give low values; viability, % at 10 µM (by protocol); 86,000 tested, 1.1% active;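 active = viability at or below 30%; inactive = viability above 30%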;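 also: 100% = median luminescence of DMSO-only cell control wells on each plate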
Fibroblast inh: antiproliferative effect on LL 47 fibroblasts – human, LL 47 cells, CellTiter-Glo luminescence, primary screen; 85,000 tested, 1.1% active; LL 47 human lung fibroblast viability, ATP luminescence; hits give low values; viability, % at 10 µM;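 active = viability at or below 50% in the single dose screen; inactive = viability above 50%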;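 also: compound exposure lasted 72 h before the ATP readout; 100% = median luminescence of untreated cell-only wells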
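material = human LL 47 lung fibroblast cells | dosing = compounds added from tenfold dosing solution, 0.1% DMSO final | timing = overnight cell rest, 72 h compound treatment at 37 °C | measured by = CellTiter-Glo luminescence measuring cellular ATP | evaluation = % viability versus median cells-only luminescence | control set = cell-only wells, no compound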
S1P2 antag: human S1P2 receptor antagonists, primary screen, cell-based | cell-based S1P2 antagonist assay, inhibition at 5 uM | inhibition, % at 5 µM | Sphingosine 1-phosphate receptor 2 (Homo sapiens), O95136 | 97,000 tested, 0.21% active; in the data active = inhibition above about 45%;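 also: CRE beta-lactamase reporter cells expressing human S1P2 stimulated with S1P; 0% = agonist at EC80 alone and 100% = agonist plus reference antagonist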
Starred values were filed as active, the others as inactive; . = no result given.

entry	molecule	sEH activator	S1P2 ag	PostGolgi ctrl	sEH inh	H69AR inhibit	PTPN22 act	HUVEC inhibit	Fibroblast inh	S1P2 antag
1	CCCCn1c(SCc2ccc(Cl)cc2)nc2c1c(=O)[nH]c(=O)n2C	-6	-1	17	9	27*	-10	59	90	-25
2	CSc1ccc(S(=O)(=O)NCc2ccc(Cl)cc2)cc1	10	-1	27	-6	96	1	108	101	5
3	O=C(Cc1ccc(Cl)c(Cl)c1)OCC(=O)c1ccc[nH]1	-3	-2	21	3	98	2	108	.	4
4	NC(=O)c1ccc(NC(=O)CCCN2C(=O)c3ccccc3C2=O)cc1	-1	-4	2	3	98	12	90	99	2
5	COC(=O)CCSCC(=O)Nc1nnc(C)s1	.	.	-4	.	104	.	107	98	.
6	COc1ccc(OC)c(S(=O)(=O)N(C)CC(=O)N2CCN(c3cccc(Cl)c3)CC2)c1	1	-2	19	-2	78	9	78	93	-4
7	O=C(Nc1ccc(N2CCN(C(=O)c3ccc(Cl)cc3)CC2)cc1)c1cccnc1	-16	-6	4	14	51	4	92	99	30
8	CCOCCCNC(=O)C1CCCN1S(=O)(=O)c1ccc(Cl)cc1 (configuration not stated)	6	-7	7	-7	93	-1	97	103	6
9	CN1CCCN(S(=O)(=O)c2ccc3c(c2)OCCO3)CC1	12	-1	3	-9	84	-13	92	101	-12
10	COc1ccccc1Oc1coc2cc(OC(=O)N3CCOCC3)ccc2c1=O	-8	-6	-2	11	92	5	93	100	9
11	CCOc1cccc(C2C(C(=O)c3ccc(C)o3)=C(O)C(=O)N2Cc2ccncc2)c1 (configuration not stated)	-6	-2	4	5	98	-8	93	91	5
12	CCc1ccc(CNC(=O)C2CCC(=O)N2C2CCCCC2)cc1 (configuration not stated)	-2	-2	4	1	90	-2	91	95	-11
13	O=C(NC1(C(F)(F)F)N=C2SCCN2C1=O)c1ccccc1 (configuration not stated)	4	-4	-1	-2	89	-1	116	109	21
14	COc1ccc(/C=N/NC(=O)Cc2csc(Nc3cccc(C(F)(F)F)c3)n2)cc1C	-10	-8	20	10	.	3	.	.	-16
15	Cc1cc(C)cc(OCc2nc3ncc(Br)cc3[nH]2)c1	4	-5	.	-3	11*	0	38	14*	-19

Three entries from above, arranged by the number in PTPN22 act, ascending.
| cpd | SMILES | PTPN22 act |
| --- | --- | --- |
| 1 | CCCCn1c(SCc2ccc(Cl)cc2)nc2c1c(=O)[nH]c(=O)n2C | -10 |
| 15 | Cc1cc(C)cc(OCc2nc3ncc(Br)cc3[nH]2)c1 | 0 |
| 6 | COc1ccc(OC)c(S(=O)(=O)N(C)CC(=O)N2CCN(c3cccc(Cl)c3)CC2)c1 | 9 |

Additional entries:
entry	molecule	sEH activator	S1P2 ag	PostGolgi ctrl	sEH inh	H69AR inhibit	PTPN22 act	HUVEC inhibit	Fibroblast inh	S1P2 antag
16	CCOC(=O)c1cc2occc2n1CC(=O)N1CCOCC1	.	.	1	.	87	.	99	110	.
17	CCN(CC)C(=O)COc1ccc(CC(=O)O)cc1OC	-4	-2	13	3	83	6	101	103	-14
18	CC1(C)CC(=O)C2=C(C1)N=C1c3ccccc3C(=O)C1C2c1ccc(Cl)cc1 (configuration not stated)	3	-4	18	-5	.	12	.	.	-10
19	Cc1ccc(C(=O)Nc2ccc3c(c2)OCO3)cc1S(=O)(=O)N1CCCC1	-54	-1	7	54	79	8	84	101	7
20	O=C(CSc1nc2ccccc2s1)N1CCN(C(=O)c2ccco2)CC1	-1	-9	-3	0	95	-1	96	91	7
21	Cc1onc(-c2ccccc2Cl)c1C(=O)Nc1sc2c(c1C(N)=O)CCC(C)C2 (configuration not stated)	-2	-4	.	4	92	0	89	98	-11
22	Cn1c(=O)[nH]c(=O)c2c1nc1n2CCCS1	8	-2	0	-10	83	3	101	106	21
23	Cc1ccc(Cn2c(Cc3ccccc3)nc3ccccc32)cc1	3	-4	32*	-4	.	2	.	.	1
24	CCOC(=O)CSc1nc(-c2ccccc2)nc2ccccc12	-5	-1	21	8	.	0	.	.	15
25	CCn1c(SCC(=O)c2ccc3ccccc3c2)nnc1-c1cccs1	0	-4	6	-1	104	-2	83	94	16
26	Cc1cc(C(=O)OCC(=O)Nc2cccc(S(=O)(=O)N3CCOCC3)c2)c(C)o1	-11	-5	-1	10	88	-7	109	99	3
27	Cc1cc(NC(=O)CSc2nnc(-c3ccc(Cl)s3)o2)no1	-1	1	5	4	96	10	73	101	11
28	CN(C)/C=c1\sc2c(C#N)cc(C(=O)c3ccc(Br)cc3)n2c1=O	.	.	3	.	88	.	72	90	.
29	Cc1ccc(-c2cc(-c3ccccc3Cl)[nH]n2)c(O)c1	-4	-7	38*	5	1.9*	17	36	66	9
30	CC1C2CC(C(CN(C)C)/C2=N/O)C1(C)C (configuration not stated)	6	-2	-9	-7	101	0	99	112	7
31	Cc1ccc(Oc2nc3c(c(=O)n(Cc4ccccc4F)c(=O)n3C)n2C)cc1	5	-4	14	-5	72	-2	98	98	-9
32	CC(C)C(=O)Nc1ccc(C(=O)NCc2cccnc2)cc1	-12	-1	7	10	36*	-3	102	100	9
33	O=C(COc1ccc2ccccc2c1)NC1=NCCS1	-2	-7	-6	0	.	5	.	.	-2
34	CCOc1ccccc1C1C(C(N)=O)=C(C)Nc2nc(-c3ccc(OC)cc3)nn21 (configuration not stated)	-1	-4	-2	0	97	0	108	102	-5
35	O=C(O)c1ccc(C(=O)Nc2cccc(NC(=O)C3CCCO3)c2)cc1 (configuration not stated)	2	-5	8	-5	102	14	94	102	-3
36	Cc1ccc(S(=O)(=O)N2CCN(S(C)(=O)=O)C2)cc1	-1	-4	19	1	90	-4	94	93	9
37	CCn1c(SCC(=O)Nc2nnc(C)s2)nnc1-c1ccncc1	-5	-8	3	4	102	0	101	107	11
38	S=C1COC(c2ccccc2)N1c1ccccc1 (configuration not stated)	2	-8	.	3	103	23	92	90	-18
39	Cc1ccc(/C=C/C(=O)c2nc3ccccc3[nH]2)cc1	-3	-3	14	4	.	-2	.	.	12
40	N#CC1=C2SCN(Cc3ccco3)CN2C(=O)CC1c1ccc(Cl)cc1 (configuration not stated)	-10	-4	-11	12	96	-9	103	97	18
41	CCN1CCN(C(=S)c2ccc(OCC(=O)N3CCOCC3)cc2)CC1	-2	-4	2	2	77	-2	95	105	14
42	COc1ccc(CCNC(=O)CN(C2CCCCC2)S(C)(=O)=O)cc1OC	.	1	6	.	86	-3	84	94	10
43	Cc1ccc2ccc(C3C(=O)c4ccccc4C3=O)nc2c1	-4	-6	.	5	59	-4	71	56	-5
44	O=C(OCc1ccc(C(=O)c2ccccc2)cc1)c1cccc(-c2nnc(-c3ccccc3)o2)c1	14	-9	-1	-16	.	11	.	.	-2
45	CC(C)(C)NC(=O)NC(=O)COc1ccccc1C#N	7	-4	-8	-8	88	-5	95	105	-16
46	O=C(CSc1nc2ccccc2c(=O)[nH]1)N1CCOCC1	.	.	6	.	91	.	84	91	.
47	CCCC(=O)c1cc(F)c(N2CCN(S(=O)(=O)c3ccccc3)CC2)cc1C	0	-1	7	1	98	-7	94	96	-26
48	Cc1ccc(-c2nc3ccccc3s2)cc1S(=O)(=O)N1CCOCC1	4	-6	34*	-6	79	-2	84	97	-8
49	Cc1cc2c(cc1C)CSC(c1c(O)ccc3ccccc13)SC2	8	-3	100*	-6	1.6*	-4	1.7*	67	7
50	O=C(O)C1CCCCC1C(=O)NCCC(c1ccccc1)c1ccccc1 (configuration not stated)	-36	-9	-7	36	77	14	100	100	1
51	N#CC1=C(N)C(C#N)(C#N)C2(CCC3(CC2)OCCO3)C2CC3(CC=C12)OCCO3 (configuration not stated)	-2	-9	8	4	97	-6	94	108	20
52	COCCNS(=O)(=O)c1cc(F)ccc1OC	-6	-4	0	6	91	-2	85	103	8
53	CN(c1ccc(S(=O)(=O)N2CCOCC2)cn1)C1CCCCC1	9	-12	8	-8	98	0	106	93	14
54	C=C(C)C1CC=C(C)/C(=N/NC(=O)COc2cccc3ccccc23)C1 (configuration not stated)	6	-5	.	-4	107	-7	57	99	-4
55	COc1ccc(-c2c(C)nn3c(N4CCC5(CC4)OCCO5)cc(C)nc23)cc1OC	10	-3	24	-7	.	2	.	.	0
56	O=C(Nc1ccc2c(c1)OCO2)c1cnn2cccnc12	1	-1	-2	1	79	-2	79	94	14
57	CCN(CC)c1ccc(CN2CCCCCC2)cc1	6	-3	7	-3	.	-8	.	.	11
58	CS(=O)(=O)Nc1ccc(C(=O)NCCc2ccccc2)cc1	-2	-2	-2	5	93	3	95	99	-1
59	CCOc1ccccc1NC(=O)CN1C(=O)COc2ccc(Cl)cc21	17	-1	1	-19	76	0	94	100	-3
60	COc1cccc(C2CC(C(F)(F)F)n3ncc(C(=O)NC(C)(C)C)c3N2)c1 (configuration not stated)	-1	-2	18	-1	84	-5	94	100	3
61	CC(Sc1nnc(C(F)(F)F)n1C)C(=O)NC(N)=O (configuration not stated)	-8	-5	13	8	91	4	85	88	-11
62	CC(C)(C)NC(=O)C1CCN(C(=O)c2ccc(-c3ccccc3)cc2)CC1	-5	3	14	7	96	-2	103	99	-13
63	Cn1nnc(NC(=O)c2ccc3ccccc3c2)n1	-4	-5	.	9	93	2	101	104	-19

Part of the list above with just S1P2 ag, Fibroblast inh and sEH activator:
cpd	canonical_smiles	S1P2 ag	Fibroblast inh	sEH activator
48	Cc1ccc(-c2nc3ccccc3s2)cc1S(=O)(=O)N1CCOCC1	-6	97	4
59	CCOc1ccccc1NC(=O)CN1C(=O)COc2ccc(Cl)cc21	-1	100	17
57	CCN(CC)c1ccc(CN2CCCCCC2)cc1	-3	.	6
63	Cn1nnc(NC(=O)c2ccc3ccccc3c2)n1	-5	104	-4

Some of the compounds tested, so the mix of outcomes need not match the whole.
